SDO1 yeast rescue = restores growth of sdo1-depleted yeast; S. cerevisiae sdo1-depleted JHY4D growth rescue, OD600 30 h; active compounds read high; pdr5 snq2 efflux-pump mutant strain; z-score at 10 µM; 140,000 tested, 0.21% active; AID 817;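 active = z-score above 3 at both the 24 hr and the 30 hr optical density reads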;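 also: z-score against mean and SD of all compound wells on the same plate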
Insulin prom inh = TRM-6 insulin promoter activity inhibition; TRM-6 cells (human fetal islet line), insulin promoter-eGFP reporter, imaging; reporter expression induced with tamoxifen; inhibition, % at 2 µM; 130,000 tested, 0.9% active;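 active = inhibition above the mean plus 3 SD, with well images judged a real hit on visual review, cut at about 60% in these data, passing the limit was not always enough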
SDO1 yeast rescue Rescue 24 h = second read-out of SDO1 yeast rescue, no call of its own (marks repeat the call); z-score; S. cerevisiae sdo1-depleted JHY4D growth rescue, OD600; measured here: growth rescue at 24 h;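 0 is the plate mean of compound wells and units are plate SD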
* = called active by the depositor; nt = no result given.

SMILES	SDO1 yeast rescue	SDO1 yeast rescue Rescue 24 h	Insulin prom inh
O=C(NCCOCCNC(=O)OCc1ccccc1)OCc1ccccc1	nt	nt	44
COC(=O)c1c(NC(=O)c2ccccc2)sc(C(=O)c2ccccc2)c1C	-1.1	0.01	-26
CCOc1cc2[nH]c(=S)n(CCC(=O)NCc3ccc(OC)cc3)c(=O)c2cc1OCC	-1.4	0.14	-8
Cc1sc2nc(CSCC(=O)N(C)c3ccccc3)[nH]c(=O)c2c1C	-0.33	-0.84	10
Cc1c(C(=O)Nc2cccc(Cl)c2)oc2ccc(S(=O)(=O)N3CCC4(CC3)OCCO4)cc12	-1.5	-0.34	nt
COc1ccccc1-n1c(C)nnc1SCC(=O)NCc1ccccc1	0.16	0.12	-18
O=C(Nc1nc(-c2ccc3c(c2)OCO3)cs1)C1CC1	-1.5	-1.3	-29
NC(=O)Cc1nc2scc(-c3ccc(Cl)cc3)c2c(=O)[nH]1	nt	nt	6
O=C(O)c1ccc(NCc2cccnc2)cc1	0.62	-0.22	-77
O=C(NCc1ccc(F)cc1)c1noc2c1CCCCC2	-0.2	-0.46	-19
Cc1ccc(C(=O)O/N=C(\c2ccccc2)c2ccncc2)cc1	nt	nt	-38
O=C(CSc1nnnn1-c1cccc2ccccc12)Nc1ccc(N2CCOCC2)c(Cl)c1	-0.67	0.49	18
COc1ccc(CC(=O)N2N=C(C)CC2(O)c2cccnc2)cc1 (configuration not stated)	-0.43	-0.63	-14
C=CCN(c1cccc(C(F)(F)F)c1)S(=O)(=O)c1cccc(C(=O)OCC(=O)NC)c1	0.47	0.54	nt
O=C(/C=C/c1cccc(Br)c1)NCC1CCCCC1	-1.7	-1.8	nt
OC1CCN(c2c3c(nc4cc(-c5ccc(Cl)cc5)nn24)CCC3)CC1	-2.2	-0.97	33
CCn1c(=O)c(C(=O)Nc2ccccc2S(N)(=O)=O)c(O)c2ccccc21	-0.27	-0.76	12
CCc1ccccc1NC(=O)Cn1nc(C(F)(F)F)cc1C1CC1	0.77	1.5	-33
CCN(CC)S(=O)(=O)c1ccc(C(=O)Nc2cccc(C)c2)cc1	-0.17	0.09	24
Cc1nonc1OCCn1nnnc1N	0.25	-0.23	16
COc1ccc(NC(=O)C(c2ccccc2)N(C)C(=O)c2cnccn2)cc1 (configuration not stated)	0.61	0.23	nt
O=C(O)c1cccc(NC(=O)C23CC4CC(C2)CC(n2cnc(Cl)n2)(C4)C3)c1	0.33	0.05	-49
CC(C)CNS(=O)(=O)c1ccc(NC(=O)Cn2nc(-c3ccc(F)cc3)ccc2=O)cc1	1.8	1.9	-50
N=c1n(CCN2CCCC2)c2ccccc2n1CC(O)c1ccco1 (configuration not stated)	-0.22	-0.38	-30
CCCn1nnnc1SCC(=O)N1CCCC1	0.07	0.26	-3
O=C(Nc1cccc(C(=O)O)c1)/C(=C\C=C\c1ccccc1)NC(=O)c1ccccc1	nt	nt	49
Cc1ccc(S(=O)(=O)N2CCN=C2c2ccccc2)cc1C	0.3	0.36	-28
CCN(C(=O)COc1ccccc1[N+](=O)[O-])C1CCS(=O)(=O)C1 (configuration not stated)	1.1	1.3	-8
O=C(Nc1ccc2c(c1)OCCO2)N1CCN(c2ccc(F)cc2)CC1	0.5	0.41	-10
COc1ccc(C2CC(C(F)(F)F)n3nc(C(=O)O)c(Cl)c3N2)cc1OC (configuration not stated)	0.36	0.63	-52
Cc1ccc(-c2nn(CCC(=O)O)cc2/C=C\C(=O)c2ccc(Br)cc2)cc1	nt	nt	28
CCOC(=O)c1cccc(NC(=O)CN(c2ccc(C)cc2)S(=O)(=O)c2c(C)noc2C)c1	-0.92	2.3	nt
Nc1nn(S(=O)(=O)c2ccccc2)cc1-c1ccc([N+](=O)[O-])cc1	-0.51	-0.37	19
O=C(CSc1nnc2ncccn12)N1CCCCCC1	-0.86	-1.2	-3
O=C(NC1CCCC1)C(c1ccc(F)cc1)N(C(=O)Cc1cccs1)c1ccc2c(c1)OCCO2 (configuration not stated)	0.16	2.3	-30
COc1cc(C)c(Cl)cc1S(=O)(=O)NCC1CCCO1 (configuration not stated)	1.9	1.6	-492
O=C(Nc1ccc(N2CCOCC2)cc1)Nc1ccc(Cl)c(Cl)c1	-2.5	-2.3	40
COCCN1C(=O)N[C@@H](c2ccccc2)C(C(C)=O)=C1C	0.42	0.31	-40
CCn1nc(C)cc1-c1n[nH]c(=S)n1N	0.73	0.56	7
CCCCC(=O)NC1=NC(=O)C(C)(C)S1	-0.56	-1.1	13
CC1(C)CC2CC(C)(CN2C(=O)NC(=O)c2ccccc2)C1 (configuration not stated)	0.15	0.07	nt
Cc1nnc(NC(=O)CSc2nccn2C)s1	1.5	1.6	30
Cc1nnc2c3ccccc3c(-c3ccccc3)nn12	nt	nt	32
CCN1/C(=C/c2cc[n+](C)cc2)C=Cc2cc(C)ccc21	1.3	1.2	-96
O=C(COc1ccc(Br)cc1Br)NC(=S)N1CCCc2ccccc21	-2	-1.9	-21
CC(C)C(=O)NC(=S)Nc1ccc(S(=O)(=O)N2CCN(C)CC2)cc1	-0.34	-0.42	-19
CC(c1ccccc1)n1c(Cn2ncc3ccccc3c2=O)n[nH]c1=S (configuration not stated)	nt	nt	-24
Cc1cc(OCC(=O)N2CCc3ccccc3C2)c2c(-c3ccccc3)cc(=O)oc2c1	-0.75	0.2	-60
Cc1ccc(C)c(OCCn2cc(/C=C(\C#N)C(=O)NCC3CCCO3)c3ccccc32)c1 (configuration not stated)	0.24	0.72	45
CCCCn1c(=O)nc2n(-c3ccccc3)c3ccccc3cc-2c1=O	-1.4	-1.2	nt
Cn1c(=O)c(=O)n(C)c2cc(S(=O)(=O)N3CCN(c4ccccc4F)CC3)ccc21	-0.44	-0.44	-117
O=C(CSc1ccccc1)Nc1ccc(S(=O)(=O)NCC2CCCO2)cc1 (configuration not stated)	0.34	-0.28	18
O=C(Nc1nncs1)c1cccc(S(=O)(=O)N2CCOCC2)c1	1.6	1.1	-4
COC(=O)c1c(NC(=O)CN2CCN(c3ccccc3OC)CC2)c2cc(C)ccc2n1C	0.76	2.6	-92
O=S(=O)(CC(O)COc1ccccc1Cl)c1ccccc1 (configuration not stated)	1.7	2	-41
COC(=O)c1ccc(/C=N/NC(=O)CNc2cccc(C)c2)cc1	nt	nt	39
CCCCCCn1c(N(CC)CC)nc2c1c(=O)[nH]c(=O)n2C	-1.6	-0.55	50
O=C(N/N=C\c1cccc([N+](=O)[O-])c1O)C1COc2ccccc2O1 (configuration not stated)	1.2	1.9	nt
Cc1cc(C)nc(SCc2cc(=O)c(OC(=O)c3ccc(S(=O)(=O)N(C)C)cc3)co2)n1	-1	-1.4	nt
CC1CC(=O)c2cn3c(nc2C1)nc1ccccc13 (configuration not stated)	1.3	0.34	-25

Compound profiles, from the list above. Order of screens: SDO1 yeast rescue | SDO1 yeast rescue Rescue 24 h | Insulin prom inh
Results for `O=C(CSc1ccccc1)Nc1ccc(S(=O)(=O)NCC2CCCO2)cc1` (configuration not stated) : 0.34 | -0.28 | 18
Results for `CCN(CC)S(=O)(=O)c1ccc(C(=O)Nc2cccc(C)c2)cc1` : -0.17 | 0.09 | 24
Results for `Cc1nonc1OCCn1nnnc1N` : 0.25 | -0.23 | 16
Results for `NC(=O)Cc1nc2scc(-c3ccc(Cl)cc3)c2c(=O)[nH]1` : nt | nt | 6

Next records
SMILES	SDO1 yeast rescue	SDO1 yeast rescue Rescue 24 h	Insulin prom inh
Fc1ccc(-c2nc3ccccc3c3nc4ccccc4n23)cc1	-1.3	-1.1	48
CC1CCCN(C(=O)CSCC(=O)Nc2nc(-c3cccs3)cs2)C1 (configuration not stated)	-1.1	-0.52	nt
COC(=O)COC(=O)c1ccc(Oc2nc(OC)nc(N(C)C)n2)cc1	1.6	1.6	nt
CCN(CC)C(=O)c1sc2[nH]c(=S)n(-c3ccccc3)c(=O)c2c1C	-1.5	-1.6	10
Cc1cccc(NC2=NC(=S)N(CC#N)C23CCCCC3)c1	-0.37	-0.72	62
O=C(Cn1c(=O)oc2ccccc21)N1CCCCC1	-0.26	-0.79	36
Cc1cccc(NC(=O)Cn2c(=O)oc3ccccc32)c1	-0.87	-1.1	-87
CC(=O)Nc1ccc(S(=O)(=O)NNC(=O)COc2ccc(C(C)(C)C)cc2)cc1	0.44	0.12	-17
O=C(Nc1nc(-c2ccc3c(c2)OCO3)cs1)C1COc2ccccc2O1 (configuration not stated)	-1.7	-1.4	nt
CC(CC(=O)O)C(=O)c1ccc(Cl)c([N+](=O)[O-])c1 (configuration not stated)	nt	nt	-7
O=C(Cn1c(=O)oc2ccccc21)N1CCN(c2ccccc2)CC1	0.15	0.3	32
CCC(=O)Nc1cc(C(=O)O)ccc1Sc1ccccc1	nt	nt	-8
COCC1CCN(Cc2cn[nH]c2-c2cc3ccccc3o2)C1 (configuration not stated)	nt	nt	-37
CCOC(=O)N1CCC(NC(=O)c2ccc(CS(=O)(=O)c3ccc(OC)cc3)o2)CC1	0.24	-0.92	nt
CC(=O)Nc1ccccc1C(=O)C(=O)Nc1ccc(C(=O)NCC2CCCO2)cc1 (configuration not stated)	nt	nt	-7
CCOC(=O)C1CCCN(C(=O)c2cc(-c3ccccc3)on2)C1 (configuration not stated)	-0.43	-0.88	0
CCCN(CCC)S(=O)(=O)c1ccc(N2CCCC2=O)c([N+](=O)[O-])c1	1.4	0.47	17
COc1ccccc1OCC(=O)N1CCNC1=O	0.92	0.73	nt
O=C(O)c1ccc(NC(CSCc2cccc(F)c2)C(=O)O)c([N+](=O)[O-])c1 (configuration not stated)	-0.3	-0.38	4
CC1CN(CN2C(=O)c3ccccc3C2=O)CC(C)O1 (configuration not stated)	0.75	0.29	-156
CCN(CC)c1ccc2c(c1)OC(N)=C(C#N)C2c1cccnc1 (configuration not stated)	-0.24	0.06	nt
COc1cc(-c2nc3n(n2)C(c2cccc(OC)c2OC)C2=C(CCCC2=O)N3)cc(OC)c1OC (configuration not stated)	0.07	-0.2	29
Nc1ccc(OCc2ccco2)cc1	nt	nt	-7
Cc1ccc(OCC(=O)Sc2ccc(C)cc2)cc1	1.1	1.1	-25
CC(C)c1onc(C(=O)NCc2ccccn2)c1[N+](=O)[O-]	nt	nt	18
Cc1nc(SCC(=O)Nc2c(C)n(C)n(-c3ccccc3)c2=O)[nH]c(=O)c1C	nt	nt	19
COCCn1c(SCC(=O)N2CCCC2)nnc1C(C)C	0.19	-0.84	nt
CS(=O)(=O)c1cccc(C(=O)NC(c2ccccc2)c2ccccc2)c1	0.19	-1.2	14
Cc1ccc2cc(C#N)c(N3CCCN(C(=O)C4CCCO4)CC3)nc2c1 (configuration not stated)	-0.32	-0.45	nt
COc1ccc(-n2cnc3cc(NCc4ccccn4)ccc32)cc1	-0.27	-0.06	-3
COc1cc(-c2n[nH]c(=S)n2-c2cc(C(F)(F)F)ccc2Cl)cc(OC)c1OC	0.78	0.87	-27
O=S(=O)(c1ccc(N2CCOCC2)cc1)N1CCOCC1	-0.15	-0.36	-11
COc1cccc2cc(C(=O)N3CCN(C45CC6CC(CC(C6)C4)C5)CC3)c(=O)oc12	1.2	0.94	-39
OC1CCN(c2ncnc3c2nnn3Cc2c(F)cccc2Cl)CC1	0.46	0.76	nt
Clc1cccc(-c2nnc(SC/C=C/c3ccccc3)n2Cc2ccco2)c1	-1.6	-0.02	-40
O=C1CC(c2ccccc2)CC(O)=C1C=NCCCO (configuration not stated)	0.95	0.06	3
O=C(NCCNC(=O)c1cccs1)c1ccco1	0.94	1	14
CCCn1c(=O)c2ccccc2n2c(SCC(=O)c3ccccc3)nnc12	-0.6	1	nt
CCCN1CNc2c(c(=O)[nH]c(=S)n2-c2ccc(Cl)cc2)C1	nt	nt	40
Nc1nc(-c2cccs2)c(NC(=O)c2ccccc2)s1	1.6	2.4	nt

6 structures from above, sorted by molar mass, lowest first.
SMILES	SDO1 yeast rescue	SDO1 yeast rescue Rescue 24 h	Insulin prom inh
O=C(O)c1ccc(NCc2cccnc2)cc1	0.62	-0.22	-77
COC(=O)c1ccc(/C=N/NC(=O)CNc2cccc(C)c2)cc1	nt	nt	39
O=C(Cn1c(=O)oc2ccccc21)N1CCN(c2ccccc2)CC1	0.15	0.3	32
CC1CCCN(C(=O)CSCC(=O)Nc2nc(-c3cccs3)cs2)C1 (configuration not stated)	-1.1	-0.52	nt
CCOC(=O)N1CCC(NC(=O)c2ccc(CS(=O)(=O)c3ccc(OC)cc3)o2)CC1	0.24	-0.92	nt
O=C(NC1CCCC1)C(c1ccc(F)cc1)N(C(=O)Cc1cccs1)c1ccc2c(c1)OCCO2 (configuration not stated)	0.16	2.3	-30

(list continues)
SMILES	SDO1 yeast rescue	SDO1 yeast rescue Rescue 24 h	Insulin prom inh
O=C1CC(C(=O)Nc2cccc(F)c2)n2ncnc2N1 (configuration not stated)	nt	nt	-9
Cc1csc(Nc2ccccc2)[n+]1-c1ccccc1	nt	nt	27
O=C(Cn1cnc2c(oc3ccccc32)c1=O)N1CCCC1	nt	nt	26
Fc1ccc(CNc2cnccn2)cc1	0.68	0.37	-17
O=C(NCCCN1CCN(c2ccccc2)CC1)Nc1ccccc1C(F)(F)F	0.64	0.06	17
Cc1cc(NC(=O)c2ccccc2O)nc(C)n1	nt	nt	-64
Cc1ccc(OCC(=O)NC2CC(C)(C)NC(C)(C)C2)c(C)c1	nt	nt	-33

Looked up above:
Under SDO1 yeast rescue, `Fc1ccc(CNc2cnccn2)cc1` reads 0.68
Under Insulin prom inh, `Cc1csc(Nc2ccccc2)[n+]1-c1ccccc1` reads 27

Not all compounds are listed (hit frequency here may not be typical).
